# Bioassay records as filed in PubChem.
# OX1R antag-1: antagonists of human orexin 1 receptor (OX1R); Orexin/Hypocretin receptor type 1 (Homo sapiens), O43613; OX1R-expressing cells, FRET antagonist read-out; inhibition, % at 6.6 µM; 1.8% of 330,000 active; AID 485270, 2010; in the data active = inhibition mostly above about 38%, no sharp cut-off; inactive = mostly below about 40%;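 note: 0% = agonist challenge alone and 100% = reference antagonist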
# Target sequence (O43613 whole entry, looked up): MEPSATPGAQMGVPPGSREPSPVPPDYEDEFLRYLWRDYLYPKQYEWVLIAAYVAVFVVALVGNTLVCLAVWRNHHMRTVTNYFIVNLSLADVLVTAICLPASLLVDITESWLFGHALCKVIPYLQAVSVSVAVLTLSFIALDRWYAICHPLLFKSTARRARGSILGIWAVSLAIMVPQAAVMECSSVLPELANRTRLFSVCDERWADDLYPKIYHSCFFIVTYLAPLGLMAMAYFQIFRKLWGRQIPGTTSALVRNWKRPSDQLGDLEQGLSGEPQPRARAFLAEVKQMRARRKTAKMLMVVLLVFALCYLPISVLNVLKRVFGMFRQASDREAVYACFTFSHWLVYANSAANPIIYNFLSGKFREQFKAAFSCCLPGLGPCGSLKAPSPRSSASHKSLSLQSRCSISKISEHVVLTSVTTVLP
# OX1R antag-2: OX1R (HCRTR1) antagonists, primary screen, fluorescence, CHO/OX1R cells, Fluo-8 calcium, orexin A. AID 434989, 2010. inhibition, % at 5 µM. 0.43% of 330,000 active. Fluo-8 calcium fluorescence. Orexin/Hypocretin receptor type 1 (Homo sapiens), O43613;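 active = inhibition above its plate's threshold, mean inhibition of all tested compounds on the plate plus 3 SD, cut at about 37% in these data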;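 note: 0% = orexin A challenge wells and 100% = SB-334867-A antagonist wells; not every result past the cut was called active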
# * hit, by the source's call.
# Values in the order – OX1R antag-1	OX1R antag-2
CSc1ccccc1Sc1cc(C(=O)O)c2ccccc2n1
  19	-4
Cc1cc(O)cc(C)c1Cl
  12	-10
Cc1ccc(N2C(=O)C3NN=C(C(=O)OCc4ccccc4)C3C2=O)c(C)c1 (centres undefined)
  12	-28
COc1cccc(CC(=O)OCC(=O)NC2(C#N)CCCCC2)c1
  10	-3
CCOC(=O)N1CCC(NCCNC(=O)c2ccc(Cl)cc2)CC1
  21	-16
Cc1cc(N2CCN(C)CC2)nc2ccc(NC(=S)N3CCN(c4ccc(F)cc4)CC3)cc12
  21	-13
COc1cccc(-c2nc3ccccc3s2)c1
  43	1
CCc1ccc(C(=O)NNC(=O)C2CC(=O)N(c3ccc4c(c3)OCCO4)C2)cc1 (centres undefined)
  -3	-24
CCN1CCCC1CNc1ncnc2c1[nH]c1ccc(F)cc12 (centres undefined)
  12	-7
Cc1cccc(NC(=O)C2CCCN2C(=O)Oc2ccccc2)c1 (centres undefined)
  21	-9
CCCS(=O)(=O)N1CCCC(C(=O)NCC(OC)OC)C1 (centres undefined)
  6	-8
CC(C)c1nnc(NC(=O)C2CCN(C(=O)c3ccco3)CC2)s1
  9	-12
CCOC(=O)C(Cc1ccccc1)C(=O)NCc1cccnc1 (centres undefined)
  -8	-16
COc1ccc(CCNC(=O)c2ccc3c(c2)NC(=O)C(N2CCOCC2)S3)cc1OC (centres undefined)
  4	-18
O=C(CN1CCCC1)OCCCC1CCCCC1
  11	-2
CN(C)c1nc(Oc2ccc(OCCOc3ccccc3)nn2)nc(N(C)C)n1
  14	-16
O=c1c2cn[nH]c2nc(SCc2ccccc2F)n1-c1ccc(Br)cc1
  33	-20
CC(=O)c1c(C)nn(C(=O)N2CCOCC2)c1C
  15	-4
Cc1ccc(-c2nn3c(C)nnc3s2)cc1NC(=O)c1ccc(-c2ccc(Cl)cc2Cl)o1
  12	-30
Cc1noc(C)c1CSc1nc2ccccc2c(=O)n1-c1ccccc1
  5	-26
COc1ccc(C2CC(c3ccccc3OC(C)=O)=NN2C(=O)/C=C/c2ccccc2)cc1 (centres undefined)
  26	-21
Cc1onc(-c2ccccc2)c1C(=O)NCc1ccccn1
  13	-5
O=C(Nc1ccc2snnc2c1)N1CCOCC1
  -21	-4
Cc1cccc(NC2SC(=O)N(c3ccccc3)C2=O)c1 (centres undefined)
  15	-24
CCOc1ccc(NC(=S)NCc2ccco2)cc1
  14	-21
Cc1ccnc(SCCn2c(N(C)Cc3ccccc3)nc3c2c(=O)n(C)c(=O)n3C)n1
  6	-21
CCCN(C(=O)CSc1n[nH]c(-c2ccc(OC)cc2)n1)c1c(N)n(Cc2ccccc2)c(=O)[nH]c1=O
  4	-15
CC1(C)Cc2c(c(N3CCOCC3)nc3sc(C#N)c(N)c23)CS1
  16	-24
CCOC(=O)C(C)Oc1cccc2c(=O)n(CC(=O)Nc3ccc4c(c3)OCCO4)ccc12 (centres undefined)
  3	-20
CCc1ccc(NC(=O)Cn2nc(C(=O)O)c3ccccc3c2=O)cc1
  26	-8
COCCCn1c(=O)/c(=C\c2ccccc2OC(F)F)s/c1=C(/C#N)C(N)=O
  9	-29
O=C(Nc1ccc(O)cc1C(=O)O)c1ccc(NC(=O)c2ccco2)cc1
  -8	-17
Cc1cc(C(=O)COC(=O)c2ccccc2Br)c(C)n1CC1CCCO1 (centres undefined)
  10	-25
COc1cc(CNCCNC(=O)c2nonc2N)ccc1OCc1ccc(Cl)cc1
  -8	-5
Cc1ccc(S(=O)(=O)N(C)CCCC(=O)Nc2ccc(C)cc2C)cc1
  13	-17
O=C(CCCc1ccccc1)NCc1ccccc1
  15	-7
Cn1c(CNC(=O)c2ccco2)nnc1SCC(=O)Nc1ccc(Br)cc1F
  16	-17
CC(=O)N1CCN(Cc2nc3cc(NC(=O)COc4ccccc4)ccc3n2C)CC1
  9	-14
O=C(NCc1nnnn1-c1ccc(F)c(F)c1)c1ccc(S(=O)(=O)N2CCOCC2)cc1
  -3	0
CC(=O)Nc1ccc(S(=O)(=O)Nc2ccc(Cl)cn2)cc1
  2	-14
CCN(c1ccccc1)S(=O)(=O)c1cc(C(=O)OC2CCOC2=O)ccc1C (centres undefined)
  5	-5
O=[N+]([O-])c1ccc(Cl)cc1N1CCCC1
  7	-15
CC1(C)Cc2nc(N3CCCC3)c(C#N)cc2CO1
  3	-83
CCCCN(CC)C(=O)Cc1c(C(=O)O)[nH]c2ccc(Cl)cc12
  20	-25
COCCCNc1nc2ccccc2nc1NS(=O)(=O)c1ccc(C)c(C)c1
  15	-29
CC(C)CNC(=O)C(=O)Nc1cc2c3c(c1)C(C)C(=O)N3CCC2 (centres undefined)
  11	-31
CCNC(=O)COc1cc(C)c(Br)c(C)c1
  21	-22
Cc1cccc(C)c1-n1c(SCC(=O)Nc2ccc(C(=O)O)cc2)nnc1-c1cccc(S(=O)(=O)N(C)C)c1
  7	-25
CCc1ccc(N(CC(=O)NCCc2ccccc2)C(=O)CCC(=O)Nc2ccccn2)cc1
  5	-27
COC(=O)C(Cc1ccccc1)NC(=O)CCNC(=O)c1ccco1 (centres undefined)
  8	-17
Cc1ncsc1C(=O)Nc1nc2c(s1)CC(C)CC2 (centres undefined)
  23	-2
CCOC(=O)c1sc(NC(=O)c2ccncc2)nc1C
  12	-17
O=C1c2cccnc2C(O)N1Cc1ccco1 (centres undefined)
  22	-10
O=S(=O)(Nc1ccc2cn[nH]c2c1)c1ccccc1
  3	-14
Cn1c(SCC(=O)NCc2ccc(F)cc2)nc2ccccc21
  11	-12
COC(C(=O)Nc1cc([N+](=O)[O-])ccc1C)c1ccccc1 (centres undefined)
  18	-8
O=C(NCCN1CCOCC1)c1cc(-c2cccs2)nc2ccccc12
  19	-24
COc1ccc(O)c(/C=N/N=C/c2cccc([N+](=O)[O-])c2)c1
  1	-22
O=C(NCc1cccnc1)c1ccc(-c2cc3ccccc3oc2=O)cc1
  43	-19
COc1cc(C)nc(N2CCCC(C(=O)Nc3cc(Cl)ccc3OC)C2)n1 (centres undefined)
  7	-24

# The list goes on.
# Values in the order – OX1R antag-1	OX1R antag-2
O=[N+]([O-])c1cccc(C2=NCCC(c3ccccc3)O2)c1 (centres undefined)
  31	-10
CN(CC(=O)Nc1ccccc1Cl)C(=O)COC(=O)Cc1ccc(F)cc1
  23	-13
C=CCn1c(-c2cccc(OCC)c2)n[nH]c1=S
  25	2
CC(=O)CCCC(NS(=O)(=O)CCC(Cl)(Cl)Cl)c1ccccc1 (centres undefined)
  10	-11
C=CCNC(=O)/C(=C\c1ccco1)NC(=O)c1ccco1
  19	-11
Cc1c(C(=O)NCC2COc3ccccc3O2)oc2ccc(S(=O)(=O)N3CCOCC3)cc12 (centres undefined)
  25	5
CCN(CC)CCOC(=O)c1cccc2c1-c1ccccc1C2O (centres undefined)
  14	-32
Cc1cc(C)cc(NC(=O)CCC(=O)Nc2nnc(C(F)(F)F)s2)c1
  0	-25
O=C(Nc1ccc2c(c1)OCO2)Nc1ccccn1
  11	1
COC(=O)c1ccccc1S(=O)(=O)Nc1ccc(OC)nc1
  -2	-10
Cc1nn(-c2ccccc2)c(Cl)c1/C=C1\SC(=S)NC1=O
  34	8
Cc1c(C(=O)Nc2c(C)n(C)n(-c3ccccc3)c2=O)oc2ccc(Cl)cc12
  3	-11
CS(=O)(=O)N1CCCC(C(=O)N2CCOCC2)C1 (centres undefined)
  16	-2
COc1cccc(NC(=O)C(OC(=O)/C=C/c2ccc3c(c2)OCO3)c2ccccc2)c1 (centres undefined)
  21	0
COc1ccccc1N(C)S(=O)(=O)c1ccc(C(=O)OCC(=O)NCC(F)(F)F)cc1
  21	-18
COc1ccccc1S(=O)Cc1ccc(C(=O)NCCc2ccc(Cl)cc2)o1 (centres undefined)
  21	-18
COc1ccc(C(=O)NC(=O)COC(=O)c2ccc(C)o2)cc1
  1	-3
CCc1ccc(S(=O)(=O)Nc2c(C)n(C)n(-c3ccccc3)c2=O)cc1
  9	-19
COc1ccccc1NC(=O)N1CCCC1C(=O)Nc1ccc2c(c1)OCCO2 (centres undefined)
  10	1
O=C(CN1CCCCC1)N1CCCc2ccccc21
  12	-13
Cc1ccc2oc(=O)c(/C=C(\O)CC(C)C)nc2c1
  9	-4
COc1ccccc1/C=C/C(=O)NCC(=O)N/N=C/c1ccc(C(=O)O)cc1
  16	-10
Cc1cccc(NC(=O)C2CC3CCC2C3)c1C (centres undefined)
  5	-19
CC1(C)CC(=O)C=C(NC2CCCCC2)C1
  7	-12
CCOC(=O)N1CCN(C(=O)CN(C)S(=O)(=O)c2ccc(OC)c(OC)c2)CC1
  4	-4
COCc1nnc(NS(=O)(=O)c2c(C)cc(C)cc2C)s1
  12	-4
CC(C)c1ccc(S(=O)(=O)N2CCN(C(=O)C3CC3C)CC2)cc1 (centres undefined)
  0	-2
Fc1ccccc1-c1nc2c(s1)CCc1onc(-c3ccc(Br)cc3)c1-2
  10	1
CCc1ccccc1N(CC(=O)N/N=C/c1ccc(OC(=O)OC)c(OC)c1)S(C)(=O)=O
  20	2
COC(=O)C1=C(C)N(CCc2ccccc2)C(=O)/C1=C\c1ccco1
  15	-25

# Part of the list above in another layout:
Cc1cccc(NC(=O)C2CC3CCC2C3)c1C (centres undefined)
  OX1R antag-1: 5 | OX1R antag-2: -19

CC1(C)CC(=O)C=C(NC2CCCCC2)C1
  OX1R antag-1: 7 | OX1R antag-2: -12

CCOC(=O)N1CCN(C(=O)CN(C)S(=O)(=O)c2ccc(OC)c(OC)c2)CC1
  OX1R antag-1: 4 | OX1R antag-2: -4

# (next part)
# Values in the order – OX1R antag-1	OX1R antag-2
CCCN1C(=O)c2ccc(C(=O)Nc3cc(C)ccc3O)cc2C1=O
  10	-8
O=C(O)C1CCN(C(=O)COc2ccc3c(c2)oc(=O)c2ccccc23)CC1
  9	-13
O=C(CCS(=O)(=O)c1ccccc1)N(CCCN1CCOCC1)c1nc2ccccc2s1
  12	-32
CC(C)C(=O)N1CCN(c2ccccc2NC(=O)c2ccco2)CC1
  17	-15
Cn1cccc1/C=C1\CCC/C(=C\c2cccn2C)C1=O
  25	93*
COC(=O)CCC/C=C1/SCC(NC(=O)c2ccccc2)C1O (centres undefined)
  4	-5
COn1c(=O)c(=O)n(OC)c2ccccc21
  31	-6
CN(C)S(=O)(=O)c1cccc(C(=O)OCC(=O)NC2CCCc3ccccc32)c1 (centres undefined)
  28	-20
CN(C(=O)Cc1c(C(=O)O)n(C)c2ccccc12)c1ccc(F)cc1
  20	-3
CC[N+]1=C(C)C(C)(C)c2cc(C)ccc21
  43	70*
Cc1onc(-c2ccccc2)c1C(=O)Nc1ccc(Cl)c(S(=O)(=O)N2CCOCC2)c1
  27	21
COc1ccc(Cl)cc1-c1nc(SCC(N)=O)n[nH]1
  8	1
CCn1ncc(Br)c1C(=O)N(C)C12CC3CC(CC(C3)C1)C2
  16	-20
COCc1c(C(=O)N/N=C/c2ccc(C)o2)nnn1-c1nonc1N
  15	1
COc1ccc(NS(=O)(=O)c2ccc3oc(=O)ccc3c2)cc1
  11	-10

# In a second layout: entries from further up
SMILES | OX1R antag-1 | OX1R antag-2
Cc1onc(-c2ccccc2)c1C(=O)Nc1ccc(Cl)c(S(=O)(=O)N2CCOCC2)c1 | 27 | 21
COc1ccc(Cl)cc1-c1nc(SCC(N)=O)n[nH]1 | 8 | 1
CCn1ncc(Br)c1C(=O)N(C)C12CC3CC(CC(C3)C1)C2 | 16 | -20
COCc1c(C(=O)N/N=C/c2ccc(C)o2)nnn1-c1nonc1N | 15 | 1
COc1ccc(NS(=O)(=O)c2ccc3oc(=O)ccc3c2)cc1 | 11 | -10

# (next part)
# Values in the order – OX1R antag-1	OX1R antag-2
COC(=O)C(C)Sc1nc2c(c(=O)[nH]c(=O)n2C)n1CCCc1ccccc1 (centres undefined)
  14	-32
COc1ccccc1N1CCN(C(=O)CSc2nnc(-c3ccoc3C)o2)CC1
  22	-29
Cc1cc2nnc(SCC(=O)Nc3cc(S(=O)(=O)N4CCOCC4)ccc3Cl)n2c2ccccc12
  21	-38
N#Cc1ccccc1OCC(=O)NCC1(N2CCCCC2)CCCCC1
  1	-42
O=C(Nc1nnc(CCN2CCOCC2)s1)c1ccccc1
  13	-8
CN(C)S(=O)(=O)c1ccc(C(=O)NNC(=O)C23CC4CC(CC(C4)C2)C3)cc1
  4	-2
O=[N+]([O-])c1cccc(-c2cc3ccccc3[nH]2)c1
  2	-12
COc1ccc(NC(=O)CN2C(=O)C(C)SC(C)C2=O)c(OC)c1 (centres undefined)
  21	-15
CCOC(=O)C1=CN(Cc2cccc(F)c2)S(=O)(=O)N(CC)C1c1ccc(Br)cc1F (centres undefined)
  16	30
Cc1cc(C(=O)COc2ccc(C#N)cc2)c(C)n1-c1ccc2c(c1)OCO2
  17	-6
NC(=O)C1CCCN(S(=O)(=O)c2ccc(Br)cc2)C1 (centres undefined)
  20	-15
Cc1ccc(NC(=O)CN(C)S(=O)(=O)c2ccc(Cl)s2)c(O)c1
  -1	-9
Cc1ccc(N2C(=O)CC(Sc3nc(-c4ccccc4)c4cc(Cl)ccc4n3)C2=O)c(C)c1 (centres undefined)
  10	-5
CCN(CC(=O)NC1CCS(=O)(=O)C1)S(=O)(=O)c1ccc(C)c(C)c1 (centres undefined)
  20	17
CCC1(c2ccc(F)cc2)NC(=O)N(CC(=O)c2ccc[nH]2)C1=O (centres undefined)
  -10	-8
Cc1ccc(CNC(=O)c2cc(-c3ccccc3C)n(CC3CC(c4cccc([N+](=O)[O-])c4)=NO3)n2)cc1 (centres undefined)
  15	-22
